Vif imaging: HIV Vif inhibition; HEK293T cells, Vif self-association by quenched fluorescence, imaging, 24 h; inhibition, % at 7.49 µM; hit rate 0.35% among 340,000; in the data active = inhibition above about 50%, passing the limit was not always enough; also: some results filed as inactive read as strong as hits
H9c2 protect: modulators protecting cardiomyocytes from myocardial damage | hit rate 0.63% among 360,000 | protection from H2O2 cell death, % at 20 µM | AID 588492 | H9c2 cardiomyocytes, H2O2 injury protection, ATPLite, 2 h;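 active = compounds giving at least 50% protection of heart cells from peroxide-induced death in the single-dose screen, raw or plate-pattern-corrected value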;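 also: 0% = DMSO wells with peroxide and 100% = DMSO wells without peroxide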
CaV13 ICDI inh: Disruptors of the CACNA1D IQ motif to Ca2+-dependent inactivation inhibitor domain association, primary screening, Förster resonance energy transfer in intact living …. hit rate 0.098% among 340,000. inhibition, % at 12.3 µM. HEK cells, CFP/YFP FRET ICDI-IQ, plate reader, 10 min; percent FRET-ratio fall versus neutral wells. AID 743397;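 active = mean replicate inhibition of at least 30% and at least 1% of replicates passing that level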;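 also: 0% = median of the neutral control wells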
Glyco luc inh: blocks N-linked glycosylation in D54 reporter cells. D54 ERlucT glycosylation luciferase reporter, 24 h; percent of 100 nM tunicamycin response. reporter increase, % at 12.5 µM. hit rate 0.23% among 360,000. AID 588692;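 active = mean luciferase reporter signal, scaled so untreated is 0 and the glycosylation-blocking control 100, at or above a set limit in every replicate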;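 also: luciferase carries N-glycosylation sites so blocking glycosylation raises the light; 0% = median of neutral control wells and 100% = median of 100 nM tunicamycin wells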
aDG glyco act: alpha-DG glycosylation activation. activation, % at 10 µM. hit rate 0.22% among 360,000. Pro5-aDG cells, alpha-DG glycosylation AlphaScreen (IIH6); 0% Pro5, 100% B10-LARGE cell signal;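 active = activation of at least 8% versus controls, or a plate z-score of at least 8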;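 also: Pro5 are CHO cells carrying HIG-tagged alpha-DG that lacks glycosylation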
MC4R antagonist: antagonists of human melanocortin 4 receptor (MC4R); hit rate 0.48% among 360,000; inhibition, % at 6.5 µM; P32245; MC4R-expressing cells, MTII-stimulated cAMP, LANCE TR-FRET;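 active = inhibition above its plate's cutoff, the mean of tested wells on that plate plus 3 SD, cut at about 29% in these data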;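 also: 0% = Melanotan II alone and 100% = Melanotan II plus saturating MCL0020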
Target sequence (P32245 whole entry, looked up): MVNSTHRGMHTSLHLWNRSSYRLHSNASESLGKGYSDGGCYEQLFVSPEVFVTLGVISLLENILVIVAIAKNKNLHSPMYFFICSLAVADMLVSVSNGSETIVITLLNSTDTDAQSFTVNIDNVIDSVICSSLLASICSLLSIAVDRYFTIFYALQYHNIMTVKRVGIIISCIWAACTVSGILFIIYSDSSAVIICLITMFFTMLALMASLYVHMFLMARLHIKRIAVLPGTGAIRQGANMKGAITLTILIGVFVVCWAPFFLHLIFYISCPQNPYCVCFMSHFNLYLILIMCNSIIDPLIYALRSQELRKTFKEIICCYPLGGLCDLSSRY
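Material: U2OS-MC4R stable cell line | Reagent: Melanotan II challenge after compound preincubation | Doses: One concentration, 6.5 µM nominal | Incubation: 30-min compound preincubation, 1-h Melanotan II challenge, 1-h detection, room temperature | Signal: TR-FRET cAMP assay | Replicates: One well per compound, no replicates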
ABCB6 inh 2: blocks the human ABCB6 transporter. K562-ABCB6 porphyrin accumulation, flow cytometry, 1 h; stronger effect = lower value. fluorescence ratio to DMSO, % at 10 µM. hit rate 0.19% among 360,000;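 active = fluorescence ratio to DMSO below 75%, the collection mean minus 3 SD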;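 also: signal is porphyrin accumulated inside mitochondria; 100% equals median channel fluorescence of DMSO control wells; lower ratio means ABCB6 inhibition with less porphyrin fluorescence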
m5-HT2A agonist: agonists of mouse serotonin 5-HT2A receptor (HTR2A); P35363; CHO-K1 mHTR2A beta-arrestin complementation, luminescence; percent of 30 µM serotonin response; activation, % at 7.6 µM; hit rate 0.66% among 360,000; AID 624169;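 active = activation above a run cutoff, the mean activation of all tested compounds plus 3 SD, cut at about 14% in these data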;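 also: 0% = plate median of compound wells and 100% = 30 µM serotonin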
Target sequence (P35363 whole entry, looked up): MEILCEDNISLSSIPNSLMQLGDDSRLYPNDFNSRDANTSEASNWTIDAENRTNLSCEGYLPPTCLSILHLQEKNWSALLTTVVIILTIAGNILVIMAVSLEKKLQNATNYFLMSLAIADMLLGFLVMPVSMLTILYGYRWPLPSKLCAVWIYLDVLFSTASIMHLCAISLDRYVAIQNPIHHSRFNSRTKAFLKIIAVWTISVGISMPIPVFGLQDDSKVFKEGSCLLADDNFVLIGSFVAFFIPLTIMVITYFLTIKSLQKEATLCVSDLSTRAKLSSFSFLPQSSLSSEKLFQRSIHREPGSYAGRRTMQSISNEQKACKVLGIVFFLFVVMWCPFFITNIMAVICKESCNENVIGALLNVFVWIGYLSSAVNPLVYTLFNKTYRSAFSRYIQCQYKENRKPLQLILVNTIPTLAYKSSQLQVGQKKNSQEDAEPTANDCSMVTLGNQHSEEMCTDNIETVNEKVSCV
PDI turbidity: blocks human protein disulfide isomerase activity | PDI insulin aggregation turbidity, A650, 90 min | AID 588391 | P07237 | inhibition, % at 10 µM | hit rate 0.052% among 350,000;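 active = mean inhibition across replicates of 30% or more, whatever share of single replicates reach that level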;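 also: absorbance from insulin aggregation driven by PDI reduction with DTT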
MC4R barr agon: human MC4R agonism via beta-arrestin; P32245; AID 540308; activation, % at 8.9 µM; hit rate 0.98% among 360,000; U2OS MC4R beta-arrestin complementation, luminescence; percent of melanotan II response, DMSO zero;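 active = activation above a per-plate cutoff, the mean activation of sample wells on that plate plus 3 SD, cut at about 8% in these data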
* hit, by the source's call; · = no result given.

1. COC(=O)C1=CCCCC(O)=C1C(=O)OC
2. O=C(Nc1ccc2c(c1)OCO2)C1CCN(c2ccc(S(=O)(=O)N3CCOCC3)cc2)CC1
3. O=C(COC(=O)c1ccccc1[N+](=O)[O-])NC(=O)c1ccccc1
4. OC1CCCN(c2c3c(nc4cc(-c5cccc(F)c5)nn24)CCCC3)C1 (stereo not drawn)
5. Cn1cnnc1SCC(=O)Nc1sccc1C#N

Compound	1	2	3	4	5
Vif imaging	3	-1	-11	5	-4
H9c2 protect	1	0	19	-3	-5
CaV13 ICDI inh	-6	-5	-5	-5	-7
Glyco luc inh	2	-4	2	-5	2
aDG glyco act	0.9	0.0	0.1	0.1	0.2
MC4R antagonist	4	-2	6	7	-8
ABCB6 inh 2	93	104	98	99	86
m5-HT2A agonist	2	0	4	1	0
PDI turbidity	-3	4	9	-4	2
MC4R barr agon	1.4	1.3	-2.9	-2.0	1.3

6. COc1ccc(C2C(C(=O)O)CCC(=O)N2c2ccc(C)cc2)cc1OC (stereo not drawn)
7. COc1ccc(/C=N/NC(=S)Nc2ccccc2)cc1COc1cccc(C)c1C
8. COc1ccccc1-n1c(SCC(=O)N2CCCC2)nnc1-c1ccccc1
9. O=c1c2cc(Cl)ccc2[nH]c(=S)n1Cc1cccs1
10. O=C(CSc1nnnn1C1CCCC1)Nc1ccc2c(c1)OCO2

Compound	6	7	8	9	10
Vif imaging	-1	4	-4	-3	-1
H9c2 protect	3	-11	-2	-12	4
CaV13 ICDI inh	-6	-1	-3	-3	·
Glyco luc inh	0	7	0	0	0
aDG glyco act	-0.2	-0.5	0.1	0.1	0.0
MC4R antagonist	4	18	5	0	11
ABCB6 inh 2	98	103	98	99	100
m5-HT2A agonist	3	-1	-8	1	-3
PDI turbidity	-3	-7	2	4	-2
MC4R barr agon	-1.1	1.5	-1.8	10*	-0.1

11. CC(NC(=O)c1ccccc1SCC(=O)N1CCCC1)c1ccc(F)cc1 (stereo not drawn)
12. CCOC(=O)N1CCN(C(=O)CSCc2ccc(Br)cc2)CC1
13. CCC(C)N(C(=O)Cn1c(=O)cnc2ccccc21)C1CCS(=O)(=O)C1 (stereo not drawn)
14. COc1ccc(S(=O)(=O)N2CCOCC2)cc1NC(=O)c1cc(C)oc1C
15. CC(C)NC(=O)NNC(=O)c1nn(-c2ccc(F)cc2)ccc1=O

Compound	11	12	13	14	15
Vif imaging	2	0	·	0	16
H9c2 protect	5	-7	2	2	-1
CaV13 ICDI inh	-3	-4	-7	-3	-4
Glyco luc inh	-1	-3	0	1	1
aDG glyco act	0.0	-0.1	-0.3	-0.2	0.0
MC4R antagonist	-1	24	1	-1	11
ABCB6 inh 2	103	91	93	98	101
m5-HT2A agonist	-5	0	-6	-4	0
PDI turbidity	2	-3	3	6	-3
MC4R barr agon	-2.7	-1.4	-0.6	-1.9	2.0

16. COc1cccc(C2CC(c3cccs3)=NN2S(C)(=O)=O)c1 (stereo not drawn)
17. O=S(=O)(Nc1ccc(-c2ccc3nncn3n2)cc1)c1ccc(Cl)s1
18. Cn1c(=O)oc2cc(S(=O)(=O)NCc3cccnc3)ccc21
19. CC(C)Oc1cc(NC(=O)CS(=O)CC(=O)Nc2cccc(C(F)(F)F)c2)c(Cl)cc1Cl (stereo not drawn)
20. COc1ccccc1C(=O)Nc1c2c(nn1-c1cccc(C)c1C)CS(=O)(=O)C2

Compound	16	17	18	19	20
Vif imaging	-5	-1	19	-9	8
H9c2 protect	-3	2	1	-2	-7
CaV13 ICDI inh	-4	-6	-5	-7	-3
Glyco luc inh	-1	4	1	4	1
aDG glyco act	0.4	-0.1	0.0	0.1	-0.5
MC4R antagonist	8	14	2	4	-3
ABCB6 inh 2	110	102	115	379	97
m5-HT2A agonist	-2	7	0	0	1
PDI turbidity	1	-7	-1	2	0
MC4R barr agon	-2.9	-0.7	1.7	3.6	0.3

21. CCOC(=O)c1ccc(NC(=O)CN2C(=O)CCC2=O)cc1
22. O=C(COC(=O)c1ccccc1NCCO)Nc1ccc(S(=O)(=O)NC2=NCCCCC2)cc1
23. Cc1nnc(SCC(=O)Nc2ccccc2)n(N)c1=O
24. CCOC(=O)C1CCCN(C(=O)C2CCN(C(=O)Nc3ccccc3)CC2)C1 (stereo not drawn)
25. Cc1ccc(S(=O)(=O)Cc2ccc(C(=O)N3CCCCCC3)o2)cc1

Compound	21	22	23	24	25
Vif imaging	-4	8	6	26	1
H9c2 protect	-3	-8	14	6	-2
CaV13 ICDI inh	0	-2	7	-6	4
Glyco luc inh	1	0	3	-1	-2
aDG glyco act	-0.3	0.0	0.0	0.0	-0.3
MC4R antagonist	0	2	-2	19	5
ABCB6 inh 2	93	100	100	101	96
m5-HT2A agonist	4	22*	14	5	-4
PDI turbidity	3	-4	20	-2	-1
MC4R barr agon	-0.1	-0.9	0.1	-0.1	-1.3

Records 1 through 4, reprinted for reference:
1. COC(=O)C1=CCCCC(O)=C1C(=O)OC
2. O=C(Nc1ccc2c(c1)OCO2)C1CCN(c2ccc(S(=O)(=O)N3CCOCC3)cc2)CC1
3. O=C(COC(=O)c1ccccc1[N+](=O)[O-])NC(=O)c1ccccc1
4. OC1CCCN(c2c3c(nc4cc(-c5cccc(F)c5)nn24)CCCC3)C1 (stereo not drawn)

Compound	1	2	3	4
Vif imaging	3	-1	-11	5
H9c2 protect	1	0	19	-3
CaV13 ICDI inh	-6	-5	-5	-5
Glyco luc inh	2	-4	2	-5
aDG glyco act	0.9	0.0	0.1	0.1
MC4R antagonist	4	-2	6	7
ABCB6 inh 2	93	104	98	99
m5-HT2A agonist	2	0	4	1
PDI turbidity	-3	4	9	-4
MC4R barr agon	1.4	1.3	-2.9	-2.0

Carrying on.
26. CCN(c1ccccc1)S(=O)(=O)c1ccc(OC)c(NC(=O)CNCC(C)O)c1 (stereo not drawn)
27. CCCCN(C(C)=O)c1c(CC)nc2ccc(C(=O)Nc3cccc(OCC(=O)N(C)C)c3)cn12
28. COc1ccccc1S(=O)(=O)N1CCn2cccc2C1C (stereo not drawn)
29. CS(=O)(=O)c1ccc(Cl)c(NC(=O)CSc2nc3ccccc3c(=O)n2Cc2ccco2)c1
30. COc1ccccc1C(=O)NCCC(=O)Nc1ncccc1O

Compound	26	27	28	29	30
Vif imaging	1	-2	2	1	5
H9c2 protect	6	2	3	9	8
CaV13 ICDI inh	-6	-5	-14	-16	-4
Glyco luc inh	-6	1	0	-5	0
aDG glyco act	0.1	-0.1	-0.2	-0.2	-0.2
MC4R antagonist	2	9	0	3	4
ABCB6 inh 2	94	99	98	101	100
m5-HT2A agonist	1	4	1	1	1
PDI turbidity	-4	11	4	4	10
MC4R barr agon	-1.1	-1.0	-3.1	-0.2	-3.2

31. CC(=O)Nc1ccc(OCC(O)Cn2c3ccccc3c3ccccc32)c(C)c1 (stereo not drawn)
32. O=C(Nc1cccc(Cl)c1)N1CCN(c2ncccn2)CC1
33. CC(C)c1nnc(NC(=O)CS(=O)(=O)c2ccccc2)s1
34. COc1ccc(NC(=O)CN(C)C(=O)c2cc(-c3ccc(C)o3)nc3ccccc23)cc1
35. CC(=O)N(C(C)=O)c1nc(-c2ccccc2)cn1/N=C/c1ccccc1

Compound	31	32	33	34	35
Vif imaging	-8	-3	11	-6	-4
H9c2 protect	-1	8	-1	2	-5
CaV13 ICDI inh	·	-4	-2	-15	-5
Glyco luc inh	-3	4	-1	1	5
aDG glyco act	1.3	-0.1	-0.2	-0.4	-0.2
MC4R antagonist	-1	12	10	-3	-2
ABCB6 inh 2	92	97	97	89	99
m5-HT2A agonist	-2	-4	3	5	-5
PDI turbidity	-3	-4	3	-24	4
MC4R barr agon	1.4	-1.7	-0.6	-0.8	-1.2

36. Cc1ccccc1N1C(=O)C(Oc2ccc(Cl)cc2)C1CNC(C)(C)C (stereo not drawn)
37. O=C(c1ccccc1[N+](=O)[O-])N1CCN(Cc2ccc3c(c2)OCO3)CC1
38. COCCOC(=O)C1=C(C)NC(=O)NC1c1ccc(-c2cc(Cl)ccc2Cl)o1 (stereo not drawn)
39. O=C(c1ccc(F)cc1)n1cc(C(=S)N2CCOCC2)c2ccccc21
40. Cc1ccc2c(c1)COc1c3ccc(C(=O)NCC4CC4)cc3nn1-2

Compound	36	37	38	39	40
Vif imaging	-4	-3	-3	4	·
H9c2 protect	-3	5	-1	-1	-3
CaV13 ICDI inh	-4	-5	-5	-3	-5
Glyco luc inh	-3	-4	7	2	0
aDG glyco act	2.1	-0.1	-0.3	0.3	0.4
MC4R antagonist	25	-2	-5	-1	0
ABCB6 inh 2	100	97	96	96	101
m5-HT2A agonist	3	-4	0	2	-2
PDI turbidity	-7	20	4	10	2
MC4R barr agon	1.5	-0.8	-1.1	-0.6	-1.1

41. O/N=C1\CC/C(=N\O)c2nn(-c3ccc(Cl)cc3Cl)nc21
42. CC1CCN(c2ccc(S(=O)(=O)NC3=NCCCCC3)cc2[N+](=O)[O-])CC1
43. COc1ccc(NC(=O)C2C(=O)NC3(C)CC2c2ccccc2O3)cc1 (stereo not drawn)
44. COc1ccccc1OC(=O)c1ccc(S(=O)(=O)N(C)C)cc1
45. O=C(O)c1cccc(Cn2c(Cl)c(/C=N/NC(=O)c3cccc(O)c3)sc2=O)c1
46. O=C(O)c1ccc(-c2nnn(Cc3cccc(C(F)(F)F)c3)n2)cc1
47. CCCCn1c(N)c(N(CCOC)C(=O)c2ccc(C)c(S(=O)(=O)N3CCOCC3)c2)c(=O)[nH]c1=O
48. O=C(CN1C(=O)NC2(CCCC2)C1=O)N1CCN(S(=O)(=O)c2cccc(F)c2)CC1

Compound	41	42	43	44	45	46	47	48
Vif imaging	14	-8	-19	3	2	-8	12	5
H9c2 protect	-12	-14	17	-4	8	6	1	0
CaV13 ICDI inh	-10	5	·	-5	-2	-5	-6	-3
Glyco luc inh	-5	0	0	3	2	2	0	-1
aDG glyco act	0.0	0.7	0.0	-0.4	0.2	0.0	-0.1	0.0
MC4R antagonist	-6	-4	0	-3	-6	9	14	7
ABCB6 inh 2	101	96	105	98	95	99	91	106
m5-HT2A agonist	-1	-5	4	-4	-3	2	-2	-5
PDI turbidity	-7	-11	6	-1	-3	1	5	-3
MC4R barr agon	-1.7	-2.4	0.2	-1.3	-0.5	-1.8	-0.8	-5.9
